Yeast tox: Compounds toxic to wild-type S. cerevisiae growth | A595 turbidity, 16 h | growth inhibition, % at 25 µM (by protocol) | 0.3% of 30,000 active;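 active means mutant and wild-type yeast strains alike exhibit over 30% growth inhibition; inconclusive means a strain exceeds 50% while the second remains under 30%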;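 further: 0% = untreated cell controls and 100% = YPD media blanks without cells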
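Incubation: 16 h growth with compound, 30 °C; Material: S. cerevisiae wild-type or eIF2Bepsilon-R284H mutant strain; Signal: turbidity measured as absorbance at 595 nm; Medium: YPD yeast growth medium; Measure: growth inhibition (%) versus cell controls and blanks; Doses: 25 µM single dose.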
Yeast eIF2B: eIF2B (yeast) activity modulation. 0.91% of 27,000 active. S. cerevisiae eIF2B-epsilon R284H, GCN4-lacZ luminescence. inhibition, % at 25 µM (by protocol);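 active means mutant luminescence inhibited past about 50% while wild type luminescence and mutant growth stay under set limits, limit read from the data; inconclusive means mutant versus wild type luminescence inhibition gap past a set limit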; further: some compounds called inactive have numbers as strong as hits
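Assay system: yeast eIF2B-epsilon R284H mutant carrying GCN4–beta-galactosidase fusion / Buffer or medium: YPD / Incubation: 16 h growth with compound at 30 °C, 90 min Beta-Glo step / Detection: Beta-Glo luminescence after Z-buffer lysis, growth by 595 nm absorbance / Read-out: % inhibition of reporter signal and growth versus controls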
Yeast tox inhibition %: also measured in Yeast tox; calls as there; growth inhibition, %; S. cerevisiae eIF2Bepsilon-R284H mutant growth, A595 turbidity, 16 h;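 each compound tested once at 25 µM; 0% equals untreated cells and 100% equals cell-free medium blanks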
Yeast eIF2B mutant toxicity: second read-out of Yeast eIF2B, no call of its own (marks repeat the call); growth inhibition, %; measured here: mutant yeast growth, toxicity;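 each compound tested once at 25 µM; zero equals untreated control growth and 100 equals blank medium absorbance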
The depositor's hits bear a star; ? = inconclusive; . = not tested or not shown. Some of the compounds tested. The share of hits here may be higher or lower than overall.

Molecule	Yeast tox	Yeast tox inhibition %	Yeast eIF2B	Yeast eIF2B mutant toxicity
COCCNC(=O)c1nn(-c2cc(OC)cc(OC)c2)c(=O)c2ccccc12	?	.	46	55
CCCCCCCCC(=O)Nc1cc(C)ccc1OC	3	-9	-8	-9
CC1CCCCC1NC(=O)C(=O)NCC1CCCO1 (stereo not drawn)	-2	-5	10	-5
O=C(Oc1ccc2c(=O)c(Oc3ccc4ccccc4c3)coc2c1)c1ccco1	5	18	16	18
c1ccc(CN2CCN(c3nc4ccccc4c4ccccc34)CC2)cc1	13	11	14	11
CCCCSc1nnc2c(n1)OC(C(=O)c1ccccc1)Nc1ccccc1-2 (stereo not drawn)	3	0	7	.
CC1(C)CC(=O)C2=C(C1)NCN(Cc1ccc3c(c1)OCO3)C2	33	19	3	19
COc1ccc(S(=O)(=O)N(C)CC(=O)Nc2ccc(C(F)(F)F)cc2)cc1Cl	-8	9	.	.
Cc1sc2ncnc(NCc3ccco3)c2c1C	-7	5	-33	5
O=C(O)c1cc2cc(Cl)ccc2oc1=O	27	-2	.	.
CCC1CCCCN1CCNC(=O)CCS(=O)(=O)c1ccc(Br)cc1 (stereo not drawn)	-5	7	-3	7
COc1ccc(C(=O)Cn2c(=O)c(CCC(=O)O)nn3c4ccccc4nc23)cc1OC	8	-3	25	-3
CC1CCCCN1C(=O)Cn1cc(C#N)c2ccccc21 (stereo not drawn)	7	12	-45	12
Clc1ccc(-c2nn3c(C4COc5ccccc5O4)nnc3s2)cc1 (stereo not drawn)	12	-10	-45	-10
CCCCOc1ccc(NC2=NC3(CCCC3)N=C(N)N2)cc1	16	0	37	.
Cn1c(CSc2nc3ccc(Br)cc3[nH]2)nc2ccccc21	25	8	19	8
O=C(COC(=O)c1cccnc1Cl)c1ccccc1	22	-10	8	-10
CC(=O)Nc1c2c3c(cccc3n(C)c1=O)C(=O)c1ccccc1-2	15	11	18	11
Cc1cccc(-c2noc(CCC(=O)NCc3ccco3)n2)c1	5	18	.	.
COc1ccc(CCNC(=O)CCS(=O)(=O)c2ccc(C)cc2)cc1OC	22	10	.	.
CCCCC(CCC(=O)Nc1nccs1)C(=O)O (stereo not drawn)	24	9	.	.
CCCN(CCC)c1nc2ccccc2nc1C(C#N)C(=O)OCCOC (stereo not drawn)	-21	0	-18	.
Cc1ccc(NC(=O)CSc2nnc(COc3ccc(C#N)cc3)n2-c2ccccc2)cc1C	-6	-24	24	-24
CCCCc1nc(SCC(=O)Nc2ccc(S(N)(=O)=O)cc2)n[nH]1	10	-8	-13	-8
CN(C)c1nc2n(c(=O)n1)CCO2	18	-9	16	-9
O=C1CC(c2cccs2)CC2=C1C(c1ccccc1)n1ncnc1N2 (stereo not drawn)	-11	5	7	5
CC(=O)Nc1nc(C)nc(-c2ccccc2OC(C)=O)n1	-6	20	-28	20
CCCCCCn1c(C)nc2c(c1=O)c1nc3ccccc3nc1n2/N=C/c1ccco1	13	-5	.	.
Cc1ccccc1NC(=O)C1(C)Cc2ccccc2C(=O)O1 (stereo not drawn)	.	.	7	.
Cc1ccc(NC(=O)Cn2cnc3sc(C(=O)NCCN(C)C)c(C)c3c2=O)cc1Cl	13	5	-29	5
CCN(CC)C(=O)Cn1c(=O)n(-c2ccccc2)c(=O)c2c3c(sc21)CCC3	11	5	.	.
Cc1cccc(/C=N/n2c(C)cc(C)c(C#N)c2=O)c1	7	-8	-42	-8

Already shown: 7 of the compounds above.
Molecule	Yeast tox	Yeast tox inhibition %	Yeast eIF2B	Yeast eIF2B mutant toxicity
O=C1CC(c2cccs2)CC2=C1C(c1ccccc1)n1ncnc1N2 (stereo not drawn)	-11	5	7	5
CC(=O)Nc1nc(C)nc(-c2ccccc2OC(C)=O)n1	-6	20	-28	20
CCCCCCn1c(C)nc2c(c1=O)c1nc3ccccc3nc1n2/N=C/c1ccco1	13	-5	.	.
Cc1ccccc1NC(=O)C1(C)Cc2ccccc2C(=O)O1 (stereo not drawn)	.	.	7	.
Cc1ccc(NC(=O)Cn2cnc3sc(C(=O)NCCN(C)C)c(C)c3c2=O)cc1Cl	13	5	-29	5
CCN(CC)C(=O)Cn1c(=O)n(-c2ccccc2)c(=O)c2c3c(sc21)CCC3	11	5	.	.
Cc1cccc(/C=N/n2c(C)cc(C)c(C#N)c2=O)c1	7	-8	-42	-8

Additional records.
Molecule	Yeast tox	Yeast tox inhibition %	Yeast eIF2B	Yeast eIF2B mutant toxicity
O=C(CN1CCN(c2ccccn2)CC1)N1c2ccccc2Sc2ccc(C(F)(F)F)cc21	8	0	22	.
O=C1CC(c2cccc(Cl)c2)C(n2cncn2)C(=O)C1C1NCCc2ccccc21 (stereo not drawn)	20	17	28	17
COc1cc(/C=C2/N=C(C3CCCCC3)OC2=O)cc(OC)c1OC	-21	-19	8	-19
O=C(O)CCCCCN1C(=O)C2CCCCC2C1=O (stereo not drawn)	-19	-14	32	-14
CCOc1ccccc1NC(=O)COn1nnc2ccccc21	9	5	20	5
CN(CC(=O)N1CCN(c2ccccn2)CC1)S(=O)(=O)c1ccc(Br)cc1	.	.	7	.
Cc1cc(C)c2c(n1)nn1c(NCCOCCO)cc(C)nc21	26	6	24	6
CCC(O)CNc1nc(-n2nc(C)cc2C)nc2sc3c(c12)CC(C)(C)OC3 (stereo not drawn)	5	-5	-3	-5
Cc1cccc(OCCC(=O)NCC(c2ccccc2)N(C)C)c1 (stereo not drawn)	29	14	24	14
Clc1ccc(OCCn2ccnc2)c2ccccc12	-5	-4	4	-4
CCCCC1=NN(C(=O)c2cocc2C)C(O)(C(F)(F)F)C1 (stereo not drawn)	14	3	9	3
Cc1cc(C(F)F)n2ncc(C(=O)NCc3ccccc3C(F)(F)F)c2n1	-8	3	-38	3
COc1ccc(-c2nc(N)ncc2Oc2ccccc2Br)c(O)c1	7	-8	16	-8
COc1ccccc1CCN1C(=S)NC(C)(C)CC1(C)O (stereo not drawn)	15	-5	14	-5
COc1ccc(NC(=O)CN2CCN(C(=O)c3ccco3)CC2)c(OC)c1	25	5	1	5
Cc1cc(=O)[nH]c(Cc2ccc(OC(C)C)cc2)n1	7	10	16	10
CCOC(=O)CNc1c(-c2ccc(O)cc2)nc2ccccn12	-4	-11	23	-11
Cn1c(=O)c2c(nc(N3CCOCC3)n2CCNC2=NCCC2)n(C)c1=O	10	-5	-9	-5
CCCn1nc(Oc2nc(NCC)nc(NCC)n2)ccc1=O	17	-5	-3	-5
CCOC(=O)C1C(=O)OC2(CCCCC2)C1C(=O)OCC (stereo not drawn)	-14	8	.	.
CCN(CC)CCNC(=O)CCCCCn1c(=O)[nH]c2cc(C(=O)OC)ccc2c1=O	-9	3	13	3
COc1ccc(NC(=O)CCCn2c(=O)[nH]c3ccccc3c2=O)cc1	26	-2	27	-2
CN(CCc1ccccn1)C(=O)c1nn2c(C(F)(F)F)cc(-c3ccco3)nc2c1Cl	23	0	15	.
Cc1cc(N2CCN(C(=O)c3ccco3)CC2)nc(-c2ccccc2)n1	-8	-12	-1	-12
O=C1Nc2c(c(=O)[nH]c(=O)n2-c2ccccc2)C1(Nc1ncccn1)C(F)(F)F (stereo not drawn)	7	4	-32	4
C=CCOC(=O)C1C(=O)CC(C)(O)C(C(=O)OCC=C)C1c1ccc(OC)cc1 (stereo not drawn)	-13	24	-13	24
CCCCS(=O)(=O)Nc1ccc(C(=O)NCC2CCCO2)cc1 (stereo not drawn)	16	23	-23	23
O=C(NCC(=O)N(Cc1cccs1)C(C(=O)NC1CCCC1)c1cccnc1)c1ccco1 (stereo not drawn)	-2	4	10	4
O=C(N/C(=C\c1cccs1)C(=O)N1CCCCCC1)c1ccccc1	8	-14	33	-14
Cc1ccccc1N1CCN(CCCOc2ccc3c(C)cc(=O)oc3c2)CC1	7	-25	36	-25
O=C(Cc1ccc(F)cc1)NC1CCCC1	8	8	15	8
CCc1cc2c(=O)c(-c3nc4ccccc4n3C)c(C)oc2c(CN2CCOCC2)c1O	3	-18	26	-18

(continued)
Each structure is followed by: Yeast tox	Yeast tox inhibition %	Yeast eIF2B	Yeast eIF2B mutant toxicity
- O=C(CCCN1C(=O)C2C3C=CC(C3)C2C1=O)N1CCN(c2ccccc2)CC1 (stereo not drawn)
→ -4	14	13	14
- c1ccc(C2=NNC(=NC3CC3)SC2)cc1
→ 13	17	.	.
- Cc1cccc(CSc2nnc(-c3cccs3)n2Cc2ccco2)c1
→ 9	13	.	.
- Cc1cc(NC(=O)Nc2cccc3ccccc23)no1
→ -3	11	16	11
- Cc1ccc(CSc2ncccc2C(=O)O)cc1
→ 12	11	.	.
- CCOC(=O)C1=C(SCC(=O)Nc2ccccc2)NC(=O)C(C#N)C12CCCCC2 (stereo not drawn)
→ -10	0	12	.
- CCOc1cc(C)c(Cl)cc1S(=O)(=O)NCc1ccco1
→ 14	13	.	.
- CCOCCCNC(=O)CCCOc1ccccc1
→ 4	-7	15	-7
- O=C(c1ccc(F)cc1)N1C2CCC1CC(O)(c1ccc(F)cc1)C2 (stereo not drawn)
→ 28	-5	-60	-5
- COc1ccccc1NC(=O)CCNC(=O)Cn1ccc2ccccc2c1=O
→ -11	-27	21	-27
- CCOc1ccc(N/C=C\C(=O)c2ccc3c(c2)OCO3)cc1
→ -5	4	17	4
- COc1ccc2cc(CCNC(=O)C3CC3)c(=O)[nH]c2c1
→ 7	-3	.	.
- Cc1ccc(C(CC(=O)NCc2ccco2)c2ccccc2)c(O)c1 (stereo not drawn)
→ 2	16	.	.
- C=CCN1C(=O)C(Cc2ccc(OC)cc2)S/C1=N\N=C\c1cccs1 (stereo not drawn)
→ -11	0	19	.
- O=C(CSc1nnnn1-c1ccccc1)Nc1ncc2c(n1)CC(c1ccco1)CC2=O (stereo not drawn)
→ 18	0	33	.
- COc1ccc(-n2c(COc3cccc4ccccc34)nnc2SCC(=O)NCc2ccco2)cc1
→ 47	14	23	14
- O=C(NC(Cc1c[nH]c2ccccc12)C(=O)O)c1ccccc1 (stereo not drawn)
→ 17	4	21	4
- C=CCC(NCc1ccccc1)c1ccc(C)o1 (stereo not drawn)
→ 0	-4	23	-4
- COc1cc(C(=O)Nc2nccs2)c(Br)c(OC)c1OC
→ -5	19	-14	19
- Cc1cccc2cc(CN(Cc3cccnc3)C(=O)c3ccncc3)c(=O)[nH]c12
→ 6	4	19	4
- O=C(NCCCn1ccnc1)C1CC2CCC1C2 (stereo not drawn)
→ 10	12	7	12
- Cc1cc(C)nc(-n2nc(C)c3c(C(F)(F)F)cc(=O)[nH]c32)n1
→ 19	0	23	.
- Nc1nnc(SCC(=O)NC2CCCCC2)n1-c1ccccc1
→ -3	-5	34	-5
- C=CCn1c(-c2cc(OC)cc(OC)c2)n[nH]c1=S
→ -5	-21	.	.
- CCOc1ccc2oc(=O)cc(C)c2c1
→ 9	27	21	27
- CC(C)C(=O)Nc1sc2c(c1C#N)CCCCC2
→ 24	-13	.	.
- O=C1CC(N2CCC(O)(c3ccc(Cl)cc3)CC2)C(=O)N1Cc1ccc(N2CCCC2=O)cc1 (stereo not drawn)
→ 3	-11	15	-11
- CCOC(=O)C1=C(Cc2ccc(OC)cc2)C(=O)c2ccccc2C1=O
→ 11	11	10	11
- Cc1cc(C)nc(N2CCC(C(=O)NCc3ccco3)CC2)n1
→ 5	-9	30	-9
- O=C1NN(c2ccccc2)C(=O)/C1=C\c1cccc(OC(=O)c2cccs2)c1
→ 11	11	18	11

Profiles, looked up by structure. Order of screens: Yeast tox	Yeast tox inhibition %	Yeast eIF2B	Yeast eIF2B mutant toxicity
O=C(c1ccc(F)cc1)N1C2CCC1CC(O)(c1ccc(F)cc1)C2 (stereo not drawn) in the list: 28	-5	-60	-5
CCOc1ccc(N/C=C\C(=O)c2ccc3c(c2)OCO3)cc1 in the list: -5	4	17	4

(cont.)
Each structure is followed by: Yeast tox	Yeast tox inhibition %	Yeast eIF2B	Yeast eIF2B mutant toxicity
- O=C(NCc1ccc2c(c1)OCO2)c1cc2ccccc2oc1=O
→ .	.	37	.
- O=C(NCCCN1CCCCCC1)C1CC(=O)N(CCc2ccccc2)C1 (stereo not drawn)
→ 6	13	17	13
- CN(C)CCCNCCCNC(=O)/C=N/O
→ 17	8	-4	8
- O=C(Cc1cccs1)Nc1ccc(Cl)cc1
→ .	.	-1	.
- CCCCNS(=O)(=O)c1ccc(OC)c(C)c1
→ 21	-10	-60	-10
- O=C(NC1CCCC1)c1nc2c(nnn2Cc2cccc(Cl)c2)c(=O)[nH]1
→ -7	-14	34	-14
- O=C(Nc1ccc(F)cc1)c1ccccc1
→ 10	19	.	.
- O=C(CCC1CCCCC1)Nc1ccccc1O
→ 4	7	11	7
- COc1ccc(Cl)cc1NC(=O)CN(C)C(C)C(=O)NCC1CCCCC1 (stereo not drawn)
→ 8	-47	11	-47
- Cc1ccc(NC(=O)CCSc2nnc(C)s2)cc1
→ 10	7	-17	7

Screening results as filed in PubChem.
